# KOR beta-arrestin-1 – KOR antagonists, beta-arrestin recruitment, cell-based, luminescence, uHTS (AID 1778). KOR beta-arrestin recruitment, luminescence, antagonist mode; higher % means a stronger effect. hit rate 0.091% among 290,000. inhibition, % at 10 µM; hits with a dose series show IC50 in µM; further: strong numbers were not always called active
# HEK293 NOD2/NF-kB – NOD2 signaling inhibitors, cell-based, luminescence, uHTS, HEK293 (AID 1566); HEK293 NOD2/NF-kB luciferase reporter, luminescence; higher % means a stronger effect; one-dose inhibition, % at 4 µM; EC50 in µM for titrated hits; hit rate 0.63% among 290,000; further: many of its hits are not listed in these tables
# HIV peptide binding – cell-free HIV fusion peptide-binding blockers – biochemical, uHTS, fluorescence dequenching, primary screen (AID 1986); cell-free peptide binding, fluorescence dequenching, 30 min; higher % means a stronger effect; inhibition, % at 20 µM; hits with a dose series show IC50 in µM; hit rate 0.3% among 290,000; in the data active means inhibition mostly above about 52%, no sharp cut-off; inactive means mostly below about 76%; further: some results filed as inactive read as strong as hits
# GPR55 antagonists – GPR55 antagonists blocking LPI-driven arrestin recruitment, primary screen, imaging, U2OS, beta-arrestin-GFP, LPI agonist (AID 2013). one-dose inhibition, % at 10 µM; IC50 in µM for titrated hits. U2OS GPR55 beta-arrestin-GFP translocation imaging, LPI antagonism; higher % means a stronger effect. hit rate 0.13% among 290,000;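 active means spots per cell inhibited over 60%, with over 100 cells counted and total cytoplasm intensity under 500,000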;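 further: U2OS cells stably carrying GPR55 and arrestin-GFP stimulated by 5 µM LPI near EC80; imaged beta-arrestin-GFP aggregate spots per cell after agonist stimulation; plate controls were LPI-stimulated DMSO wells for no effect and DMSO wells without LPI for full effect; some results filed as inactive read as strong as hits; confirmed hits need IC50 under 10 µM and bright autofluorescent wells are also inconclusive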
# NOD1 NF-kB reporter – NOD1 signaling inhibitors, primary screen, cell-based, luminescence, uHTS (AID 1578). inhibition, % at 4 µM; hits with a dose series show EC50 in µM. NOD1-driven NF-kB luciferase reporter cells, luminescence; higher % means a stronger effect. hit rate 1% among 290,000; in the data active means inhibition mostly above about 36%, no sharp cut-off; inactive means mostly below about 34%;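 further: HEK-293T reporter cells stimulated with the NOD1 agonist gamma-tri-DAP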
# GPR55 beta-arrestin – selective activators of receptor GPR55 – imaging, U2OS cells, beta-arrestin-GFP redistribution, primary screen (AID 1961); U2OS GPR55 beta-arrestin-GFP redistribution imaging; higher % means a stronger effect; one-dose activation, % at 10 µM; EC50 in µM for titrated hits; hit rate 0.048% among 290,000;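 active means activation above 40% with more than 50 cells counted in the well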;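 further: U2OS osteosarcoma cells stably expressing GPR55 and beta-arrestin-GFP; plate controls were DMSO negative control for no effect and LPI positive control for full effect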
# KOR beta-arrestin-2 – kappa opioid receptor activators – cell-based, luminescence, uHTS, primary screen (AID 1777); KOR beta-arrestin recruitment, luminescence; higher % means a stronger effect; activation, % at 10 µM; hits with a dose series show EC50 in µM; hit rate 0.02% among 280,000; in the data active means activation above about 50%, passing the limit was not always enough; further: a part of the inactive calls stands beside numbers as strong as those of hits
# Large T inhibition – SV40 large T antigen inhibitors, biochemical (AID 1903); hit rate 0.39% among 310,000; SV40 large T antigen ATPase/helicase inhibition assay; higher % means a stronger effect; one-dose inhibition, % at 20 µM; IC50 in µM for titrated hits; in the data active means a potency from the dose series; further: strong numbers were not always called active
# MgcRacGAP inhibition – MgcRacGAP GTPase-activating activity inhibitors, confirmation, biochemical, ADP Hunter fluorescence; MgcRacGAP-stimulated Rac1 GTP hydrolysis, ADP Hunter fluorescence; higher % means a stronger effect; GST-tagged Rac1 F28L mutant substrate; one-dose inhibition, % at 30 µM; IC50 in µM for titrated hits; hit rate 0.6% among 340,000;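 active means first-screen hits whose inhibition reached a set limit at any dose in the follow-up dose series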;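 further: fluorescence reports GDP produced by GAP-driven GTP hydrolysis; strong numbers were not always called active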
# Numbers without * were called inactive; x = no result given; [ ] = remark or other dose. Unless noted, no stated cut-off is given here; in the data, active means inhibition above about 50%; inactive means the rest. This is a subset; the hit share may differ from the screen's.
SMILES	KOR beta-arrestin-1	HEK293 NOD2/NF-kB	HIV peptide binding	GPR55 antagonists	NOD1 NF-kB reporter	GPR55 beta-arrestin	KOR beta-arrestin-2	Large T inhibition	MgcRacGAP inhibition
Cc1cc(/C=C(\C#N)c2nc3ccccc3[nH]2)c(C)n1C	-5%	14%	54%*	-4%	-12%	1.9%	2.3%	11%	8%
CS(=O)(=O)N(CC(=O)N1CCCCCC1)c1cc(Cl)ccc1Cl	-17%[20 µM]	-9%	-1.4%	-4%	-16%	-0.1%	-2.4%	4%	11%
CN1CCN(CC(=O)NN2CC(=O)N(c3ccc(F)cc3)CC2=O)CC1	-3%	7%	-0.3%	7%	-10%	0.2%	5.2%	10%	6%
O=c1c2cc(NC(=S)N3CCCCC3)ccc2nc2n1CCCCC2	12%	10%	1.1%	4%	-33%	2.4%	-1.2%	11%	9%
CCOc1ccc(N2CC(C(=O)NCc3ccccn3)CC2=O)cc1 (stereo not drawn)	9%	5%	0.0%	13%	1%	-0.2%	-1.7%	1%	-9%
COc1ccc(CNc2ncccc2[N+](=O)[O-])cc1	-29%	-21%	1.2%	-4%	-10%	1.1%	1.2%	5%	4%
c1coc(-c2nnc3n2C2(CCCC2)Cc2ccccc2-3)c1	-3%	0%	0.0%	7%	-26%	-0.1%	-1.5%	-1%	-2%
O=C(Nc1nnc(/N=C/c2ccco2)s1)c1ccc(F)cc1	1%	-5%	2.9%	5%	-3%	-0.1%	0.0%	7%	7%
COc1cc(/C=N/NC(=O)COc2ccccc2C)ccc1OC(=O)c1cccs1	2%	6%	-2.8%	12%	-14%	-0.1%	-0.1%	4%	4%
COc1cccc(C(=O)Nc2nnc(Cc3ccc(OC)c(OC)c3)s2)c1	10%	6%	-0.9%	1%	9%	-0.1%	4.0%	8%	1%
Cc1cc(N2CCOCC2)n2nc(C)c(-c3ccccc3Cl)c2n1	-39%	4%	-0.7%	-2%	-12%	0.4%	-0.9%	-2%	x
CN(C)C(=O)CN(c1ccc(F)c(Cl)c1)S(C)(=O)=O	-46%	24%	-1.1%	7%	-2%	-0.1%	-3.4%	5%	-3%
CC(C)(C)C(=O)COC(=O)c1cc2ccccc2cc1O	3%	-8%	-1.4%	-4%	-27%	0.0%	0.4%	9%	10%
C/C(CC(C)(C)c1ccccc1)=N\NS(=O)(=O)c1ccccc1	-1%	11%	-1.6%	15%	-38%	-0.2%	-3.1%	8%	3%
Cc1ccc(CN2CCN(Cc3ccccn3)CC2CCO)cc1 (stereo not drawn)	-11%[20 µM]	4%	0.3%	-28%	25%	-0.1%	x	5%	-1%
O=C(NN1C(=O)C2C3C=CC(C3)C2C1=O)c1ccco1 (stereo not drawn)	-47%	-2%	3.6%	2%	-43%	0.1%	-0.8%	6%	0%
COc1cc2c(cc1OC)C(C(=O)Nc1ccccc1N1CCN(C)CC1)C1c3ccccc3CCN1C2=O (stereo not drawn)	-8%	1%	1.0%	-3%	-39%	-0.6%	0.4%	11%	7%
O=C(Nc1ccc(CCC(=O)N2CCCC2)cc1)c1ncn[nH]1	8%	13%	-1.1%	14%	-2%	-0.2%	-2.8%	7%	5%
Cc1ccc(NC(=O)CCNC(=O)c2ccc([N+](=O)[O-])cc2)cc1S(=O)(=O)N(C)C	-4%	-11%	-0.2%	-5%	-31%	-0.4%	-1.4%	1%	-1%
CCc1cc2c3c(c1)C(C)CC(C)(C)N3C(=O)C2=O (stereo not drawn)	-74%	12%	-2.2%	4%	-4%	0.3%	1.0%	-15%	6%
CC1=CC(C)(C)n2c(O)c(N=NC(N)=S)c3cccc1c32	31%	4%	-2.1%	1%	13%	0.1%	-6.6%	14%	1%
COC(=O)c1ccc(CNC(=O)C2CCC(=O)N(CCc3ccccc3)C2)cc1 (stereo not drawn)	-11%	-2%	2.1%	9%	-21%	-0.1%	-1.4%	20%	6%
COCCCNc1ncnc2c1nc1n2CCCC1	-14%	0%	0.0%	13%	-7%	1.1%	4.4%	-1%	-8%
CC1CCCCN1S(=O)(=O)c1ccc2c(c1)C(C)(C)C(=O)N2C (stereo not drawn)	33%[20 µM]	6%	-0.7%	12%	-18%	-0.3%	-3.8%	x	6%
N#Cc1cc(-c2ccc(Cl)cc2)cn(Cc2c(Cl)cccc2Cl)c1=O	-17%	-5%	-1.6%	-6%	2%	-0.2%	6.0%	-7%	1%

# No new results follow: entries from further up.
SMILES	KOR beta-arrestin-1	HEK293 NOD2/NF-kB	HIV peptide binding	GPR55 antagonists	NOD1 NF-kB reporter	GPR55 beta-arrestin	KOR beta-arrestin-2	Large T inhibition	MgcRacGAP inhibition
CC1CCCCN1S(=O)(=O)c1ccc2c(c1)C(C)(C)C(=O)N2C (stereo not drawn)	33%[20 µM]	6%	-0.7%	12%	-18%	-0.3%	-3.8%	x	6%
N#Cc1cc(-c2ccc(Cl)cc2)cn(Cc2c(Cl)cccc2Cl)c1=O	-17%	-5%	-1.6%	-6%	2%	-0.2%	6.0%	-7%	1%

# The list goes on:
SMILES	KOR beta-arrestin-1	HEK293 NOD2/NF-kB	HIV peptide binding	GPR55 antagonists	NOD1 NF-kB reporter	GPR55 beta-arrestin	KOR beta-arrestin-2	Large T inhibition	MgcRacGAP inhibition
Cc1ccsc1CN1CC(=O)N(c2c(C)cccc2C)C1=S	-6%	-12%	3.8%	2%	-32%	0.5%	8.5%	4%	2%
Cc1cc(C)n(S(=O)(=O)c2cccc([N+](=O)[O-])c2)n1	-5%	9%	1.1%	-6%	-14%	-0.2%	-2.1%	20%	6%
CCN1C(Nc2ccccc2)=NC[C@@H]1Cc1ccccc1	-29%[20 µM]	2%	-1.7%	-4%	-19%	0.2%	x	19%	3%
CCC1CCCCN1C(=S)Nc1ccc(C(C)=O)cc1 (stereo not drawn)	-26%	-9%	2.1%	-3%	-7%	-0.2%	7.8%	6%	-1%
CN(C)CCNc1nc2sc3c(c2c(=O)n1-c1ccc(F)cc1)CCCCC3	-6%	10%	-3.0%	-3%	-16%	1.0%	0.7%	11%	2%
CC(NS(=O)(=O)c1ccc(OCC(=O)NCc2ccncc2)cc1)c1ccccc1 (stereo not drawn)	-12%	6%	-0.5%	-3%	-25%	-0.2%	-1.5%	10%	7%
CN(C)S(=O)(=O)c1cccc(C(=O)OCC(=O)c2c(N)n(C)c(=O)n(C)c2=O)c1	-21%	14%	0.8%	0%	10%	1.8%	8.3%	7%	3%
Cc1cc(C)nc(N2CCC(CNC(=O)CCc3ccccc3)CC2)n1	0%	4%	-0.4%	-10%	16%	0.2%	3.5%	9%	6%
COc1ccc(N(CC(=O)N2CCN(c3ccccc3)CC2)S(=O)(=O)c2ccc(C)cc2)cc1	8%	7%	0.4%	1%	10%	-0.2%	2.8%	24%	10%
O=C(Nc1ccc2nc(-c3ccc(Br)o3)[nH]c2c1)c1ccco1	8%	-54%	-0.3%	10%	-10%	-0.1%	7.1%	9%	11%
CCOC(=O)c1sc(N)c(C#N)c1COC(=O)CNC(=O)c1ccccc1	-1%	2%	0.6%	2%	0%	-0.3%	5.0%	10%	-1%
Cc1[nH]nc(SCC(=O)NC2CCCC2)c1[N+](=O)[O-]	21%	-28%	1.9%	14%	-25%	-0.3%	-2.1%	12%	3%
Cc1cccc(N2CCN(c3ccc(NC(=O)/C=C(/C(=O)O)c4ccccc4)cc3)CC2)c1	5%	23%	4.9%	8%	3%	-0.1%	3.7%	-6%	28%
COc1ccc(S(=O)(=O)N(CC(=O)N2CCCCCC2)c2ccccc2OC)cc1	-15%	5%	0.4%	10%	-6%	0.0%	1.9%	6%	7%
CSc1nc(-c2ccccc2)[nH]c(=S)c1C(C)=O	12%	-6%	-1.8%	25%	-8%	0.0%	-8.5%	6%	11%
Brc1ccc2nc(-c3ccncc3)c(NC3CCCC3)n2c1	-20%	39%	1.1%	-2%	9%	-0.1%	2.7%	7%	4%
COc1ccccc1COc1ccc2c(C)c(CCC(=O)O)c(=O)oc2c1C	-10%	x	24%	6%	x	-0.1%	-1.0%	1%	14%
Cc1ccccc1OCC(O)Cn1c(NCCN(C)C)nc2c1c(=O)n(C)c(=O)n2C (stereo not drawn)	1%	2%	-1.3%	-15%	6%	-0.1%	1.1%	-3%	2%
Cc1ccc(-c2nnn(CC(=O)N(CCN3CCOCC3)C(C(=O)NC(C)(C)C)c3ccc(C)o3)n2)cc1 (stereo not drawn)	21%	2%	-1.8%	10%	-15%	-0.3%	-1.8%	4%	14%
O=C(NCCCN1CCc2ccccc2C1)C1CCN(S(=O)(=O)N2CCCC2)CC1	-8%	-3%	-1.8%	17%	-9%	0.0%	1.9%	4%	2%
CCc1ccc(N2C(=O)CN(Cc3ccccc3)C2=S)cc1	11%	-12%	-1.6%	-8%	-11%	0.0%	-0.4%	0%	6%
Cc1ccc(S(=O)(=O)NC(CC(=O)O)c2cccs2)cc1 (stereo not drawn)	-38%	3%	-0.1%	7%	-22%	-0.2%	-6.1%	16%	12%
O=C(CN1C(=O)C(=O)c2ccccc21)NC1CCCCC1	-24%	7%	-0.3%	-3%	-26%	-0.4%	-0.9%	10%	-7%
CCCN1C2CCCC1CC(NC(=S)Nc1ccc(OC)cc1)C2 (stereo not drawn)	16%	25%	-1.7%	7%	-27%	0.8%	-2.8%	10%	10%
Cc1cc(SCc2ccc(Cl)cc2Cl)nc(=O)[nH]1	-3%	12%	3.6%	-4%	10%	-0.1%	-5.6%	8%	0%

# Going on with the list.
SMILES	KOR beta-arrestin-1	HEK293 NOD2/NF-kB	HIV peptide binding	GPR55 antagonists	NOD1 NF-kB reporter	GPR55 beta-arrestin	KOR beta-arrestin-2	Large T inhibition	MgcRacGAP inhibition
Cc1ncc([N+](=O)[O-])n1S(=O)(=O)c1cc(Br)ccc1Br	3%[20 µM]	12%	-0.1%	-3%	-4%	0.1%	-1.0%	1%	4%
COc1ccc(-c2cc3n(n2)CCc2nc4ccccc4n2-3)cc1	-9%	-34%	-2.2%	6%	-19%	-0.4%	1.2%	-1%	5%
CCCc1nc2ccc(NC(C)=O)cc2c(=O)n1Cc1ccccc1Cl	4%	-8%	0.9%	0%	4%	-0.2%	-1.6%	20%	1%
COc1cc2[nH]c(C(=O)N3CCN(c4ccc(F)cc4)CC3)cc2c(OC)c1OC	5%	1%	0.2%	0%	-9%	0.3%	-3.3%	3%	5%
Cc1c(C)c2c(C)[nH]nc2oc1=O	0%	6%	0.8%	10%	4%	0.0%	-1.6%	8%	9%
Cc1ccc(NS(=O)(=O)c2ccc(CCC(=O)O)cc2)cc1	-3%	11%	4.0%	6%	2%	-0.1%	-4.7%	21%	-2%
COc1ccc(C=O)cc1COc1ccccc1F	-45%	12%	3.0%	-14%	-31%	0.6%	4.5%	2%	-2%
C=CCN1C(=O)C2(C(C#N)=C(N)Oc3n[nH]c(CCC)c32)c2ccccc21 (stereo not drawn)	14%	-10%	-0.9%	4%	-17%	-0.1%	12%	13%	4%
CCN(CC)S(=O)(=O)c1ccc(C(=O)NCc2ccc3c(c2)cc(C)n3C)cc1	8%	9%	0.3%	-1%	11%	-0.3%	-3.7%	3%	2%
O=C1CCn2nc(-c3ccc(Cl)cc3)cc2N1	-2%	-33%	-1.3%	6%	-26%	0.3%	-1.0%	10%	9%

# Compound activity deposited in PubChem by several laboratories.
